Source: PubChem BioAssay (National Center for Advancing Translational Sciences (NCATS))
LDHA inh – blocks human lactate dehydrogenase A. P00338. purified LDHA, NADH/diaphorase-resazurin fluorescence; active compounds read low. activity change, % (values are at about 110 or 230 µM). 480,000 compounds, 0.15% hits. AID 1347041; in the data active = activity change below about -30%; inconclusive = mostly about -25% to -30%;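 also: plate controls were DMSO wells for no effect and wells without enzyme for full effect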
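Resorufin fluorescence (ex540/em590), read at 0 and 20 min after diaphorase/resazurin addition, reports the NADH left after a 5 min room-temperature reaction of 2 nM human LDH5 with 0.06 mM NADH and 0.2 mM pyruvate.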
D2 agonist – D2 dopamine receptor (human) agonism. HEK293 T-REx D2 cells, calcium flux agonist mode. activation, % at 2 µM. 340,000 compounds, 0.53% hits;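 active = activation over 3 SD above normal in the single-dose calcium agonist read, cut at about 30% in these data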; also: 0% is about no effect
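Tetracycline-induced HEK293 Trex cells with D2 receptor force-coupled to calcium signaling, plated overnight at 30 C and loaded with no-wash calcium dye. Calcium flux read kinetically for 180 s after compound addition; responses flag agonists.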
ALOX12 inh – ALOX12 (human) lipoxygenase inhibition | P18054 | purified 12hLO, xylenol orange hydroperoxide absorbance | Potency, µM (series often up to 108 µM), for the others: top-dose activity change, negative = inhibition, hits mostly inhibitors | 580,000 compounds, 1.1% hits | AID 1671190; also: potency is read from the fitted curve at half-maximal effect; % is scaled to controls: 0 for no effect and ±100 for the full control effect
Target sequence (P18054 whole entry, looked up): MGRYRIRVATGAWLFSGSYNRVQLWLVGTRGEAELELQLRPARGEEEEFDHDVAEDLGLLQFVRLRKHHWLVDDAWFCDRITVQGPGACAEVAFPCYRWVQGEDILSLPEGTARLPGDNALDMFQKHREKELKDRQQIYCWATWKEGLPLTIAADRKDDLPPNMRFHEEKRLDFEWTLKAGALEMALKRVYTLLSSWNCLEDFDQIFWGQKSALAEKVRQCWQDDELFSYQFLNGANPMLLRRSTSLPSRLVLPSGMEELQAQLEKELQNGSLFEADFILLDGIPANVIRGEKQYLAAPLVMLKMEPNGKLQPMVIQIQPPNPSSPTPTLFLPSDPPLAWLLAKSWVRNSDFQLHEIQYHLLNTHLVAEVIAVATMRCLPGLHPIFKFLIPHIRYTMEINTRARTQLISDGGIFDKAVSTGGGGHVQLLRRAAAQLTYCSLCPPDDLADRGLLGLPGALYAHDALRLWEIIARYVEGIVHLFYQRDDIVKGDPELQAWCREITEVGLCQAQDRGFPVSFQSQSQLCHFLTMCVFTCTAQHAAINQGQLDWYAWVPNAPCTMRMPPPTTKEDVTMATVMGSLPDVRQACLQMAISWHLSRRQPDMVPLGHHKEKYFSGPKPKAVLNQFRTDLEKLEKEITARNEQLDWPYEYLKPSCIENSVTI
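Hydroperoxide product was detected by ferrous iron/xylenol orange as the 573 to 405 nm absorbance ratio. Arachidonic acid at 40 uM (final) was turned over for 30 min at room temperature by 150 nM human 12hLO, pH 7.0 Hepes buffer, after 15 min compound preincubation.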
Vif-APOBEC3G blk – blocks the Vif interaction with human APOBEC3G | Q9HC16 | HeLa A3G-eYFP + Vif (tagged APOBEC3G with the HIV-1 protein that degrades it), YFP fluorescence, overnight | Potency, µM (titrated, usually from 46.1 µM), inactives show top-dose activity, negative = active, hits mostly inhibitors | 410,000 compounds, 0.076% hits;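 also: potency is read from the fitted curve at half-maximal effect; % is scaled to controls: 0 for no effect and ±100 for the full control effect; nearly all actives have a fitted effect of over 60% in size; hits raise eYFP signal because A3G escapes Vif-driven loss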
Target sequence (Q9HC16 whole entry, looked up): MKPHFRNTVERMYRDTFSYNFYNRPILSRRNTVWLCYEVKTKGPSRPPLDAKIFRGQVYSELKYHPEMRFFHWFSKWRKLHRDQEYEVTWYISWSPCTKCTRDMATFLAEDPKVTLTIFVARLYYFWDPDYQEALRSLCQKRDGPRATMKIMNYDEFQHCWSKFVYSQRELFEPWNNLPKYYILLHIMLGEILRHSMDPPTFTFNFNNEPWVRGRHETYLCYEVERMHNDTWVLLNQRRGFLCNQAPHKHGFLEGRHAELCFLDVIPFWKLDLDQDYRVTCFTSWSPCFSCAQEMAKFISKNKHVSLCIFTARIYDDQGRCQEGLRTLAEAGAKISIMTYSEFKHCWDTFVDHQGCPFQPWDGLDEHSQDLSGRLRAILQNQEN
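HeLa cells stably expressing Vif and C-terminally eYFP-tagged A3G, seeded overnight at 37 deg C, then exposed to compound by pintool overnight at 37 deg C. Rise in yellow fluorescence (Ex 488/Em 500-530, Acumen) marks blocked Vif-driven A3G degradation.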
RGS4 inhibitor – blocks human RGS4-accelerated GTP hydrolysis | P49798 | Transcreener GDP fluorescence polarization, RGS4-accelerated GTP hydrolysis | Potency, µM (top dose mostly 114 µM), inactives show at the top dose activity change, negative = inhibition, actives largely listed as inhibitors | 390,000 compounds, 0.039% hits | AID 504845; also: potency is read from the fitted curve at half-maximal effect; % is scaled to controls: 0 for no effect and ±100 for the full control effect; nearly all actives have a fitted effect of over 75% in size; some results filed as inactive show a strong effect at the top dose
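MLSMR compounds (23 nl, pin-transferred) preincubated 10 min at room temperature with a 500nM (2x) first reagent, then RGS4 at 900nM (2x) plus Transcreener GDP mix added; fluorescence polarization (620/688 nm) read before and after 90 min at 30 °C.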
D2 antagonist – antagonizes the human D2 dopamine receptor; 340,000 compounds, 2% hits; AID 485344; HEK293 TREx D2 cells, calcium flux, dopamine EC80; inhibition, % at 10 µM; in the data active = inhibition above about 30%; also: 0% is about no effect
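Tetracycline-induced HEK293 TREx cells expressing D2 receptor forced-coupled to calcium signalling, loaded with no-wash calcium dye. Compounds added and calcium flux read 180 s, then dopamine added at EC80 and read a further 180 s.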
ERG Ets-DNA blk – inhibitors of human ERG Ets domain-DNA interaction. P11308. fluorescence polarization, His-ERG Ets domain / labelled DNA. Potency, µM (series often up to 76.9 µM), for inactives: top-dose FP activity, negative = inhibition, usual class: inhibitors. 370,000 compounds, 0.028% hits. AID 624246; active = well fitted inhibition curve with a large enough effect in the polarisation, with a control signal flat; inconclusive = small, poorly fitted or top-dose-only effect, or effect the other way, or a change in a side signal; inactive = no such curve, though single readings can be large or run the other way; the % refers to the polarisation;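 also: polarization taken with two DNA probes labelled with fluorescein and Texas red; potency is read from the fitted curve at half-maximal effect; % of control where 0% means no effect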
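His-tagged ERG Ets domain (1 uM in the protein solution; 300mM KCl, 50mM Tris-HCl, 1mM EDTA, 1mM DTT, pH 7.5) received compound, then a probe mix of 5 nM fluorescein-DNA and 100nM Texas-615-DNA. Fluorescence polarization was read for both dyes.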
Glioma ERSR ind – induces the endoplasmic reticulum stress response in human glioma cells; U87-MG GRP78 promoter luciferase reporter, 16 h; Potency, µM, without a hit: at the highest dose activation, actives largely listed as activators; 420,000 compounds, 0.02% hits; also: potency is read from the fitted curve at half-maximal effect; series mostly up to about 76 µM; % of control where 0% means no effect; nearly all actives have a fitted effect of over 35% in size
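Stably transfected U87-MG human glioma cells carrying a GRP78-based luminescent sensor were seeded at 1000 cells/well, pin-dosed with compounds and incubated 16 h. Luciferase reagent was then added, and end-point luminescence was read after 10 min at room temperature.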
Vif-APOBEC3F blk – Vif-A3F binding inhibition; HeLa A3F-eYFP + Vif (tagged APOBEC3F with the HIV-1 protein that degrades it), YFP fluorescence increase; Potency, µM (series often up to 46.1 µM), inactives show at the top dose activity, negative = active; 390,000 compounds, 0.2% hits; AID 602313; also: potency is read from the fitted curve at half-maximal effect; % of control where 0% means no effect; nearly all actives have a fitted effect of over 65% in size
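Fluorescence increase (Ex 488/Em 500-530) after overnight compound treatment at 37 deg C flags inhibition of Vif-driven A3F-eYFP loss in stable HeLa A3F-eYFP/Vif cells seeded overnight beforehand.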
Starred values were filed as active, the others as inactive; u = inconclusive; x = no result given; & = joins results of further samples; [ ] = remark or other dose. Unless noted, calls follow the shape of the dose curve; as a rule, active = well fitted curve in the direction sought with a large enough effect; inconclusive = small, poorly fitted or top-dose-only effect, or another doubt; inactive = no such curve, though single readings can be large; an effect the other way counts as inactive or inconclusive. Not all compounds are listed; count on the stated rates, not on these rows.

structure,LDHA inh,D2 agonist,ALOX12 inh,Vif-APOBEC3G blk,RGS4 inhibitor,D2 antagonist,ERG Ets-DNA blk,Glioma ERSR ind,Vif-APOBEC3F blk
O=C(CSC1CS(=O)(=O)c2cc([N+](=O)[O-])ccc21)NNC(=O)c1ccccc1 (configuration not stated),-2,0.7,434%[activator],-9%,-42%,9,8%,-1%,1%
CC(=O)C1=C(c2ccccc2)NC(=S)NC1c1cc(Cl)c(OC(C)C)c(Cl)c1 (configuration not stated),3,19,28µM*,-17%,u,0,1%,-5%,2%
Cc1ccc(S(=O)(=O)C(CNC(=O)C(C)C)c2cccs2)cc1 (configuration not stated),-2,0.0,-10%,4%,-20%,-5,15%,-2%,1%
Cc1ccc(Nc2nc(Cl)c(C=O)s2)cc1,-2,1.8,-22%,u,-11%,1,5%,6%,u
C[C@H](CO)N1C[C@H](C)[C@@H](CN(C)S(=O)(=O)c2ccc(F)cc2)Oc2ccc(NC(=O)Cc3ccccc3)cc2C1=O,-2,x,-10%,3%,-17%,x,-4%,-4%,-4%
O=C(CNCc1ccccc1)Nc1ccc(Cl)cc1,-4,-1.4,-16%,u,10%,-2,2%,5%,-15%
COc1ccccc1CNC(=O)COn1nnc2ccc(S(=O)(=O)N3CCOCC3)cc21,-6,-0.2,-9%,-1%,-27%,0,2%,-3%,-20%
Cc1cc(C)c(NC(=O)Cn2c(=O)n(Cc3ccc4c(c3)OCO4)c(=O)c3ccc(C(=O)NC4CCCCC4)cc32)c(C)c1,-9,-0.1,-21%,-4%,11%,x,3%,0%,4%
CCc1ccc(NC(=O)C(=O)NCC(O)c2ccccc2)cc1 (configuration not stated),-8,0.5,8%,2%,5%,0,-3%,0%,-3%
CCOC(=O)c1oc2ccccc2c1COC(=O)C(C)NC(=O)c1ccco1 (configuration not stated),-12,-0.3,u,-5%,2%,-18,-4%,1%,-1%
COc1cc2sc(-c3ccc(S(C)(=O)=O)cc3)c(C(=O)NCCCCO)c2cc1OC,0,x,-7%,2%,23%,x,1%,-4%,1%
CCCN(C(=O)Cc1ccc(S(=O)(=O)N2CCOCC2)s1)c1c(N)n(Cc2ccccc2)c(=O)[nH]c1=O,0,x,-4%,-9%,2%,x,10%,-2%,-20%
CCOC(=O)c1sc2ncnc(NCC(c3cccs3)N(C)C)c2c1C (configuration not stated),-8,0.9,0%,-4%,10%,5,6%,1%,-1%
CCc1ccc(S(=O)(=O)NCc2ccc3c(c2)CCN3C(=O)c2ccc(C)cc2)cc1,-11,-2.2,-24%,5%,39%,x,-1%,0%,2%
Cc1sc(C(=O)Nc2ccc3ccccc3c2)cc1CC(=O)O,-6,-0.2,-21%,1%,23%,-9,-1%,3%,-12%
Cc1ccc(NC(=S)N(CCN(C)C)Cc2cccs2)c(C)c1,-5,0.6,13%,1%,u,-8,0%,-3%,2%
CCNc1nc(C)nc2c1oc1ccccc12,2,-1.1,u,0%,12%,3,-9%,-4%,4%
C=CCNC(=O)/C(C#N)=C/c1c(N2CCN(c3cccc(Cl)c3)CC2)nc2c(C)cccn2c1=O,-3,1.3,15%,0%,-13%,-18,12%,-4%,2%
CN(C)S(=O)(=O)c1cc(NC(=O)c2cc(=O)c3ccccc3o2)ccc1Cl,-1,x,-5%,-9%,-11%,x,47%[activator],2%,2%
O=C(CNS(=O)(=O)c1ccc(Cl)cc1)NC1CCCCC1,-4,0.1,31%[activator],-4%,2%,20,-7%,-2%,-16%
Cc1ccc(-n2nc(-c3ccc(OC(F)(F)F)cc3)cc2N)cc1C,-2,0.2,u,0%,-4%,-21,4%,1%,-4%
C[C@@H]1CN([C@@H](C)CO)S(=O)(=O)c2ccc(Br)cc2O[C@H]1CN(C)C(=O)Nc1ccc(C(F)(F)F)cc1,-11,x,0%,-10%,x,x,x,2%,-1%
CSc1cccc(NC(=O)N2CCc3ccc(NC(=O)c4ccccn4)cc3C2)c1,4,-1.4,0%,-7%,-23%,4,11%,-2%,15%
COc1ccc(-c2cc3c(nn2)-c2ccccc2C3=O)cc1,7,1.0,8%,-2%,u,0,-2%,-10%,-11%
COc1ccc(-c2nc(Cn3c(SCc4cccc(C(F)(F)F)c4)nc4cccnc43)c(C)o2)cc1OC,0,1.0,-18%,-6%,6%,x,-6%,-5%,-1%
Cc1cccc(N2CCN(C(=O)Cn3c(=O)c4cccn4c4ccc(F)cc43)CC2)c1C,1,-1.1,-10%,1%,10%,x,-5%,-3%,1%
CCc1ccc(-c2cc(C)no2)cc1S(=O)(=O)NCCc1ccccc1,-3,0.7,-19%,3%,6%,30*,5%,0%,3%
COc1ccc(CN2CN(S(=O)(=O)c3cccs3)c3nc4ccccc4nc32)cc1,-2,0.4,-13%,0%,-25%,-64,4%,5%,0%
CC(C(=O)Nc1ccc(Cl)cc1)N(C)Cc1cccs1 (configuration not stated),-3,x,u,0%,-26%,x,1%,0%,12%
Cc1ccc2nc3c(nc2c1C)CCCC3,-3,1.2,-23%,0%,-10%,3,9%,-2%,10%
CC(C)c1cccc(C(C)C)c1NC1=NS(=O)(=O)c2ccccc21,-2,-0.8,-7%,-7%,10%,x,2%,-4%,-2%
Cn1cccc1Cc1nnc(SCC(N)=O)n1CCc1ccccc1,1,-0.2,176%[activator],1%,-10%,0,15%,-4%,2%
CCN(Cc1nc(-c2ccccc2)no1)C(=O)c1ccco1,-7,0.1,-22%,-3%,-25%,-2,0%,0%,u
N#CCc1nn(-c2ccccc2)c2ncnc(N)c12,-1,0.8,4%,-1%,11%,-7,-1%,-6%,4%
Cc1ccc(OCc2nnc(SC(C)C(=O)O)n2Cc2ccccc2)cc1 (configuration not stated),-7,0.1,u,-4%,u,18,2%,-6%,-2%
O=C(CCS(=O)(=O)c1ccc(Br)cc1)N1CCN(c2ccccc2Cl)CC1,-4,0.6,-11%,1%,1%,-9,0%,0%,0%
N#CC1(c2ccccc2)CCC(=O)N1Cc1ccccc1 (configuration not stated),-6,0.3,19%,-4%,19%,1,6%,-5%,-5%
CCN(CC(=O)Nc1ccccc1OC)C(=O)CC1CCCC1,-4,x,349%[activator],1%,16%,x,0%,-4%,-15%
Cc1cc(=S)[nH]c(=S)[nH]1,8&-5,-2.5,u,2%,1%[11.4 µM],-11,-5%,-3%,-1%
COC(=O)Cn1c(=O)c2c(n(Cc3ccccc3)c1=O)N/C(=C/c1ccc(OC)cc1)C2=O,-4,0.1,u,-4%,-5%,-2,-5%,1%,-15%
CN(CC(=O)Nc1ccc(F)cc1)C(=O)Cn1cnc2ccc([N+](=O)[O-])cc2c1=O,-6,x,-16%,0%,26%,x,-6%,-4%,-8%
O=C(COC(=O)CCC(=O)c1ccc(F)cc1)NC1CCCCC1,-14,x,-4%,-1%,6%,x,0%,-4%,-4%
COc1ccccc1C1C=C(c2ccc(C(C)C)cc2)Nc2nnnn21 (configuration not stated),1,0.2,-16%,-4%,-14%,x,-7%,-2%,-1%
Cc1ccc(-c2c[n+]3c(n2-c2ccccc2)SCC3)cc1,-13,-0.3,0%,7%,-8%,-2,3%,-6%,-4%
Nc1nnc(SCC(=O)c2cccc([N+](=O)[O-])c2)s1,-10,2.4,-4%,-3%,-13%,-3,5%,4%,1%
Cc1nnc(SCc2ccccc2)n1CC1CCCO1 (configuration not stated),-5,2.3,3%,-4%,-39%,5,-4%,-3%,-1%
CCc1nc2ccc(C(=O)NCCCN3CCCC3=O)cn2c1N(C)C(=O)COc1ccccc1,-8,x,-60%,0%,x,x,x,-1%,x
CCOC(=O)c1[nH]nc(N)c1NC(=O)c1ccc(Cl)cc1Cl,-4,-1.8,u,1%,-18%,-12,-8%,5%,-5%
O=C(CN1CCC(NC(=O)C2CCCCC2)CC1)Nc1cccc(F)c1,-9,0.1,-19%,0%,-10%,6,-1%,-1%,13%
COc1ccccc1C1/C(=C(/O)c2ccc(C)cc2)C(=O)C(=O)N1Cc1ccco1 (configuration not stated),0,-0.8,u,2%,u,5,-4%,1%,4%
CCN(CC)CCNC(=O)C(=O)NCC1OCCN1S(=O)(=O)c1ccc([N+](=O)[O-])cc1 (configuration not stated),6,2.4,-9%,-1%,9%,-2,-7%,-2%,1%
c1ccc(Nc2nc(-c3ccccc3)ns2)cc1,-6,-1.2,8%,-3%,-6%,5,8%,-2%,-24%
Cn1c(=O)c2cc(S(=O)(=O)N3CCC(c4ccccc4)CC3)ccc2n(C)c1=O,10,0.2,-3%,0%,-13%,11,x,1%,-4%
CCS(=O)(=O)c1nc(S(=O)(=O)c2ccc(C)cc2)c(NCCCn2ccnc2)s1,-6,x,9%,-4%,-1%,x,0%,-4%,-16%
O=C(NNS(=O)(=O)c1ccc(F)cc1)c1cccc(O)c1,2,-0.2,7%,1%,0%,-5,-7%,-5%,-1%
